# Screens from PubChem.
# IL-1B inflam inh: qHTS for Inhibitors of Inflammasome Signaling: IL-1-beta AlphaLISA Primary Screen | THP-1 LPS/ATP IL-1B secretion, AlphaLISA, 16 h; stronger effect = lower value | activity change, % at 57.5 µM | 360,000 tested, 4.7% active | AID 743279, 2014; in the data active = activity change below about -50%; inconclusive = mostly about -30% to -49%; also: % is scaled to controls: 0 for no effect and ±100 for the full control effect
#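 THP-1 cells pretreated 1 hr with compounds (up to 57.5 uM final), then stimulated with LPS (250 ng/mL final) plus ATP (1.25 mM final); secreted IL-1B measured by AlphaLISA after 16 hr, decreased signal indicating inhibition.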
# A549 tox: Nrf2 qHTS screen for inhibitors: counterscreen for cytotoxicity. A549 ARE-Fluc cells, CellTiter-Fluor viability, 18-24 h. Potency, µM (highest dose often 46 µM), for inactives: top-dose activity change, negative = cytotoxicity, usual class: inhibitors. 390,000 tested, 0.16% active. AID 504648, 2011; also: potency is read from the fitted curve at half-maximal effect; % is scaled to controls: 0 for no effect and ±100 for the full control effect
#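 A549 ARE_Fluc cells in 5% FBS OPTI-MEM were exposed to compounds in concentration-response for 18-24 h at 37 deg C. Viability was read by CellTiter-Fluor fluorescence (Ex 405/Em 525) after 30 min, before the luciferase read.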
# HepG2 viability: qHTS for Inhibitors of TGF-b: Cytotox Counterscreen | HepG2 CAGA-GFP viability, ATP luminescence, 18 h | Potency, µM (top dose mostly 46.1 µM), without a hit: at the top dose activity change, negative = cytotoxicity, hits mostly cytotoxic | 410,000 tested, 0.76% active | AID 588856, 2011; also: potency is read from the fitted curve at half-maximal effect; some results filed as inactive show a strong effect at the top dose
#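 CellTiter-Glo luminescence gave cytotoxicity after 18 hours at 37 degrees C. The cells were HepG2 CAGA-GFP in 1% FBS DMEM, stimulated with 500 pg/mL TGF-beta after compound addition. %Activity was normalised to no-cell wells (complete cell-killing) and DMSO (no toxicity), and curves were fitted and classified.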
# MCF10A rereplic: A quantitative high throughput screen for small molecules that induce DNA re-replication in MCF 10a normal breast cells; MCF 10A DNA re-replication, Hoechst nuclear intensity, 48 h; AID 624296, 2012; Potency, µM (highest dose often 46.1 µM), inactives show at the top dose activity, positive = re-replication, actives largely listed as activators; 350,000 tested, 2.9% active; also: potency is read from the fitted curve at half-maximal effect; % of control where 0% means no effect; nearly all actives have a fitted effect of over 50% in size
# TGFb SMAD3 inh: qHTS for Inhibitors of TGF-b | HepG2 CAGA-GFP TGF-b/SMAD3 reporter, GFP fluorescence, 18 h; TGF-beta stimulated, 500 pg/mL final | Potency, µM (series often up to 46.1 µM), for inactives: at the top dose activity, negative = inhibition, usual class: inhibitors | 410,000 tested, 1.2% active | AID 588855, 2011; also: potency is read from the fitted curve at half-maximal effect; % is scaled to controls: 0 for no effect and ±100 for the full control effect; nearly all actives have a fitted effect of over 65% in size
#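 Cell-based qHTS in HEPG2 carrying a CAGA-GFP Smad reporter; compounds added before 500 pg/mL final TGF-beta, 18 h incubation at 37 degrees C, GFP fluorescence quantified per cell by imaging cytometry.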
# Nrf2 inh: Nrf2 qHTS screen for inhibitors; Potency, µM (highest dose often 46 µM), for the others: top-dose activity change, negative = inhibition, actives largely listed as inhibitors; A549 ARE-Fluc reporter, luciferase luminescence, 18-24 h; AID 504444, 2011; 360,000 tested, 2.1% active; also: potency is read from the fitted curve at half-maximal effect; % is scaled to controls: 0 for no effect and ±100 for the full control effect; nearly all actives have a fitted effect of over 60% in size
#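 A549 ARE_Fluc cells, 5000/well, 5% FBS OPTI-MEM; compounds in dose-response, 18-24 h at 37 °C/5% CO2; CellTiter-Fluor viability read (Ex 405/Em 525), then BugLite luciferase luminescence = Nrf2 activity.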
# ATXN2 expr inh: Primary qHTS for Inhibitors of ATXN expression; HEK-293 ATXN2-luciferase reporter, luminescence, 24 h; Potency, µM (doses to about 57 µM), for the others: at the top dose activity change, negative = inhibition, actives largely listed as inhibitors; 360,000 tested, 0.72% active; AID 1745845, 2022; also: potency is read from the fitted curve at half-maximal effect; % is scaled to controls: 0 for no effect and ±100 for the full control effect; nearly all actives have a fitted effect of over 55% in size
#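 qHTS (up to 57 uM final) was run with 24 h compound exposure of reporter cells at 37 °C. Each well was multiplexed: SteadyGlo luminescence measured ATXN2-luciferase expression after a fluorogenic Gly-Phe-AFC viability readout (25 uM final).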
# Nrf2 activator: qHTS of Nrf2 Activators. 410,000 tested, 0.31% active. AID 624171, 2012. Potency, µM (series often up to 46.1 µM), inactives show at the top dose activation, usual class: activators. AREc32 ARE-luciferase reporter (MCF7-derived line), luminescence, 24 h; also: potency is read from the fitted curve at half-maximal effect; % of control where 0% means no effect; nearly all actives have a fitted effect of over 65% in size
#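 Steps: seed AREc32_Fluc cells (1000/well, 5% FBS OPTI-MEM); incubate overnight at 37 deg C; add 23 nL compound; incubate 24 hr; add Steady-Glo; hold 30 min RT; read luminescence.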
# S2 tox: Viability Counterscreen for Primary qHTS for Inhibitors of ATXN expression. 400,000 tested, 0.49% active. S2 cells (HEK-293 line with an ATXN2-luciferase reporter) viability, CellTiter-Fluor protease fluorescence, 24 h. Potency, µM (top dose mostly 56.7 µM), usual class: cytotoxic; also: potency is read from the fitted curve at half-maximal effect; nearly all actives have a fitted effect of over 40% in size
# * = called active by the depositor; i = inactive; ? = inconclusive; nt = not tested or not shown; [ ] = another dose, or the depositor's remark. Unless noted, calls follow the shape of the dose curve; as a rule, active = well fitted curve in the direction sought with a large enough effect; inconclusive = small, poorly fitted or top-dose-only effect, or another doubt; inactive = no such curve, though single readings can be large; an effect the other way counts as inactive or inconclusive.
SMILES,IL-1B inflam inh,A549 tox,HepG2 viability,MCF10A rereplic,TGFb SMAD3 inh,Nrf2 inh,ATXN2 expr inh,Nrf2 activator,S2 tox
COc1ccc(CC(=O)N/N=C/c2ccc(-c3ccc(F)cc3)o2)cc1OC,?,-9%,-1%,20%,-18%,-29%,-24%,-0.5%,i
COc1ccc2c(c1)C1=NN(/C(C)=C/C(C)=O)C(c3ccc(F)cc3)C1CC2 (stereo unspecified),-10,-5%,-26%,?,-8%,6%,33%,27%,i
NC(=O)C1CCN(C(=O)c2ccco2)CC1,20,3%,7%,10%,-1%,-7%,5%,0.1%,i
CC(OC(=O)c1cc(S(=O)(=O)N2CCOCC2)ccc1F)C(=O)NC1CCCCC1C (stereo unspecified),4,-5%,-9%,0%,-33%,-1%,7%,0.3%,i
CSCCC(NC(=O)c1ccc(C)o1)C(=O)O (stereo unspecified),16,-2%,-5%,0%,-8%,?,3%,0.4%,i
CS(=O)(=O)N(Cc1ccc(Cl)cc1)c1ccc(C(=O)NCC2CCCO2)cc1 (stereo unspecified),13,-4%,-19%,-17%,1%,?,-6%,-0.2%,i
Cc1c(O)ccc(/C(Cc2ccc3ccccc3n2)=N\N)c1O,0,-1%,-21%,4%,?,10%,nt,3.9%,i
CCSc1nc2[nH]ncc2c(=O)[nH]1,-11,-1%,-21%,-1%,6%,-11%,-5%,0.1%,i
COc1ccc([N+](=O)[O-])cc1NC(C)C,2,-3%,9%,0%,0%,1%,nt,-0.1%,?
CN1CCc2c(sc3c2c(=O)n(-c2ccccc2)c2nnc(SCc4ccc(F)cc4)n32)C1,-7,0%,4%,3%,-1%,11%,nt,-0.7%,i
O=C(OCc1nnc(-c2ccc(Cl)cc2)o1)c1ccc(=O)n(Cc2ccccc2)n1,-1,-6%,7%,-2%,7%,3%,9%,9.3%,i
S=c1nc2c(n[nH]1)c1ccccc1n2CCc1ccccc1,-15,1%,-25%,6%,6%,?,20%,0.2%,i
Cc1ccc(C)c(Cn2nnc3c(=O)[nH]c(C4CCCN(C(=O)CC(C)C)C4)nc32)c1 (stereo unspecified),1,-1%,-4%,-4%,?,8%,19%,0.5%,i
O=c1cc(-c2ccccc2)nc(N2CCN(Cc3ccccc3)CC2)[nH]1,-5,-1%,4%,-2%,10%,nt,?,0.3%,i
Cn1c(=O)c2[nH]c(CN(Cc3ccccc3)Cc3ccccc3)nc2n(C)c1=O,24,-5%,-11%,4%,-2%,-25%,-17%,0.3%,?
Cc1ccc(NC(=O)Cn2nc(C(=O)O)c3ccccc3c2=O)cc1S(=O)(=O)N1CCCCC1,0,-1%,0%,-3%,-28%,-1%,-1%,-0.2%,?
CCOC(=O)c1cccc(NC(=O)CSc2nnc(C)n2CC2CCCO2)c1 (stereo unspecified),4,1%,-3%,-1%,0%,-2%,4%,-0.4%,i
O=C(NCCCn1ccnc1)C(=O)NCC1OCCCN1S(=O)(=O)c1ccccc1 (stereo unspecified),0,8%,-10%,9%,4%,12%,-7%,0.4%,i
CN(C)c1ccc(-n2cccc2/C=N/n2cnnc2)cc1,-7,-1%,3%,1%,5%,?,18%,3.0%,i
O=C(Cn1c(=O)c2cccn2c2ccccc21)NCc1cccc(F)c1,-14,10%,-7%,18%,9%,7%,-8%,-0.4%,i
CCCc1nc(SCC(=O)Nc2nc3c(s2)CCCC3)c2ccccc2n1,-24,10%,-52%,16µM*,?,11%,-12%,29%,i
CNS(=O)(=O)c1cn(CC(=O)N2CCN(c3ccc(C(C)=O)cc3)CC2)cc1S(=O)(=O)NC,nt,9%,-6%,nt,0%,1%,nt,-0.1%,nt
CSc1ccc(CCNC(=O)CCc2c(C)nc3c(c(C)nn3-c3ccc(C)c(C)c3)c2C)cc1,nt,-1%,4%,nt,?,5%,11%,0.2%,i
Cc1ccc(CNC(=O)CN(C)S(=O)(=O)c2ccc3c(c2)c(=O)n(C)c(=O)n3C)cc1,nt,8%,-1%,nt,-2%,-4%,4%,0.7%,i
CSCCC(NC(=O)COc1ccccc1)C(=O)N1CCN(c2ccccc2)CC1 (stereo unspecified),-5,14%,-8%,1%,0%,7%,-12%,-0.5%,i
C#CCOCCOCCOCCNc1nc(N2CCN(C(=O)C([C@@H](C)CC)n3cc(C(N)CC(C)C)nn3)CC2)nc(N2CCN(C(=O)[C@H](CCC(=O)O)n3cc(C(N)Cc4ccc(O)cc4)nn3)CC2)n1 (stereo partly specified),2,1%,1%,-8%,?,10%,0%,-0.2%,i
Clc1ccccc1-c1nc(-c2ccc(Br)o2)no1,0,0%,-40%,3%,?,?,71%[activator],?,?
CCN(C(=O)COC(=O)CCc1ccc(OC)cc1)c1c(N)n(Cc2ccccc2)c(=O)[nH]c1=O,-2,-6%,0%,-1%,25%,-4%,0%,-0.3%,i
Cc1nn(-c2ccccc2)c(C)c1NC(=O)COc1ccccc1C#N,18,nt,2%,nt,2%,nt,nt,-2.0%,i
Fc1cccc(NCc2ccccc2-c2nnc(-c3ccccc3Cl)o2)c1,nt,4%,0%,nt,2%,?,44%[activator],8.1%,i
COCCCn1c(C)nnc1SCc1ccc(C(C)(C)C)cc1,72,1%,-3%,5%,4%,2%,18%,0.1%,nt
CCCCc1ccc(NC(=O)NCc2cccnc2)cc1,-8,8%,0%,2%,-15%,-1%,3%,0.4%,i
Cc1ccc(S(=O)(=O)Nc2ccccc2C(O)c2ccccc2)cc1 (stereo unspecified),-7,-11%,-28%,6%,?,?,-39%,0.3%,i
CNc1oc(/C=C/c2ccccc2)nc1C#N,-5,5%,-3%,21µM*,0%,?,82%[activator],2.8µM*,i
O=C(NCC1CCCO1)c1cccc(Oc2ccc([N+](=O)[O-])cc2)c1 (stereo unspecified),-1,-8%,-23%,2%,-7%,?,-7%,-0.7%,i
CCOC(=O)c1c(N/N=C/c2cccnc2)n[nH]c1C,-17,-2%,0%,?,-2%,7%,-17%,2.1%,?
CCC1CCCCN1c1cc(C)nc2cc(-c3cccc(C)c3)nn12 (stereo unspecified),-99*,-9%,-14%,3.5µM*,?,?,-28%,4.3%,i
Cc1cccc(C)c1-n1ncc(C(=O)NCCN2CCN(C)CC2)c1C1CCN(C(=O)OC(C)(C)C)CC1,nt,-1%,-2%,nt,13%,?,-18%,1.4%,i
O=C(CCS(=O)(=O)c1ccc(Br)cc1)N1CCN(c2ccccc2Cl)CC1,-1,-12%,-10%,?,5%,?,-3%,-0.1%,i
C=C(C)C(=O)OCCCCCCOc1ccc(C(=O)O)cc1,18,0%,-6%,-1%,0%,13%,6%,-0.1%,i
COC(=O)C1=C(C(=O)OC)[C@]2([C@@H]3CC=CCN[C@@H](Cc4ccccc4)C(=O)N3Cc3ccccc3)C=C[C@H]1O2,10,-3%,-23%,2%,?,-15%,-10%,7.9%,i
Cc1nn2c(nc(N3CCCCC3)c3ccccc32)c1C=O,-74*,-4%,-41%,2%,?,?,-4%,1.7%,nt
CCOC(=O)CN1C(=O)S/C(=C/c2ccc3c(c2)n(C)c(=O)n3C)C1=O,21,-2%,-3%,14%,15%,24%,54%[activator],1.0%,i
COc1ccc2cc(C(=O)C3CCCN(C(=O)c4snnc4C)C3)ccc2c1 (stereo unspecified),?,7%,-66%,1%,?,-12%,nt,0.2%,i
OC[C@@H]1[C@@H](c2ccc(Cl)cc2)C(c2ccccc2)=NN1c1ccccc1,?,12%,-116%,2.1µM*,?,13%,?,-1.0%,nt
CCOc1c2ccc(C(=O)NCc3ccc(OC)cc3)cc2nn1CCOC,-1,2%,0%,21%,-1%,9%,12%,-1.1%,i
CCOC(=O)c1c(C)[nH]c(C)c1C(=O)COC(=O)c1ccc(Cl)nc1,8,-3%,12%,3%,4%,16%,0%,3.0%,i
O=C1CCCc2cc(S(=O)(=O)NCC3CCC(C(=O)NCc4ccccc4Cl)CC3)ccc2N1 (stereo unspecified),nt,5%,-28%,nt,-20%,nt,11%,19%,i
CC(Sc1nccn1C)C(=O)Nc1ccccc1 (stereo unspecified),24,1%,3%,2%,1%,-8%,8%,0.0%,i
O=C(CCN1C(=O)c2ccncc2C1=O)Nc1ccc2c(c1)OCCO2,35,-4%,-9%,-8%,-3%,-19%,1%,-0.6%,i

# Pulled one by one from the list above (3):
SMILES,IL-1B inflam inh,A549 tox,HepG2 viability,MCF10A rereplic,TGFb SMAD3 inh,Nrf2 inh,ATXN2 expr inh,Nrf2 activator,S2 tox
CCOc1c2ccc(C(=O)NCc3ccc(OC)cc3)cc2nn1CCOC,-1,2%,0%,21%,-1%,9%,12%,-1.1%,i
Cc1nn(-c2ccccc2)c(C)c1NC(=O)COc1ccccc1C#N,18,nt,2%,nt,2%,nt,nt,-2.0%,i
COc1ccc(CC(=O)N/N=C/c2ccc(-c3ccc(F)cc3)o2)cc1OC,?,-9%,-1%,20%,-18%,-29%,-24%,-0.5%,i

# Next compounds follow:
SMILES,IL-1B inflam inh,A549 tox,HepG2 viability,MCF10A rereplic,TGFb SMAD3 inh,Nrf2 inh,ATXN2 expr inh,Nrf2 activator,S2 tox
c1ccc(C2=NCCCN2)cc1,33,0%,0%,9%,5%,-4%,2%,-0.5%,i
O=C(NCc1ccco1)c1ccc(S(=O)(=O)c2cccc(S(=O)(=O)N3CCOCC3)c2)cc1,-6,14%,8%,1%,0%,?,-2%,-0.3%,i
Cc1ccccc1CNC(=O)c1ccc2sc([C@H]3C[C@H](O)[C@@H](CO)O3)nc2c1,6,nt,-1%,nt,1%,nt,2%,0.9%,i
Cn1nc(C(C)(C)C)cc1C(=O)NCc1ccc2c(c1)OCO2,5,-18%,-6%,0%,-17%,1.8µM*,?,-0.6%,i
Cc1ccnc2nc(C(=O)OCCOc3ccc(F)cc3)nn12,5,-3%,13%,-6%,36%,?,?,0.2%,i
